Screening data as filed in PubChem BioAssay.
MT1-MMP act inh – blockers of MT1-MMP proenzyme processing, primary screen, HT1080 RFP-PRO-GFP cells, GFP/RFP fluorescence; GFP/RFP ratio fluorescence, overnight; percent of plate control window, DMSO zero; actives 0.061% (n = 360,000); GFP/RFP ratio change, % at 20 µM; Matrix metalloproteinase-14 (Homo sapiens), P50281; AID 651647, 2012;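 active = GFP/RFP ratio change of at least 30% with cell ATP level not reduced by more than half and red fluorescence within 50% of control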; note: strong numbers were not always called active
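Assay system: HT1080 cells carrying an RFP-PRO-GFP reporter | Dosing: Single dose of 20 µM compound, 1% DMSO final | Incubation: Cells overnight before dosing, compound overnight, 37 °C, 5% CO2 | Evaluation: GFP/RFP fluorescence ratio | Control set: DMSO and RFP-L50D-GFP cell wells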
Rpn11 inh – Rpn11 (PSMD14) deubiquitinase inhibitors, primary screen, biochemical, fluorescence polarization, uHTS. 26S proteasome non-ATPase regulatory subunit 14 (Homo sapiens), O00487. human 26S proteasome, Ub4-pepOG fluorescence polarization; 20S core pre-blocked with epoxomicin. calls only at 20 µM. actives 0.59% (n = 360,000). AID 588493, 2011;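 active = inhibition at 20 µM, scaled to each plate's controls, above about 33%, limit read from the data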
SKN-1 block – suppressors of acrylamide-induced Pgst-4::GFP reporter in worms, primary screen, SKN-1 inhibitor project, whole organism, uHTS, GFP/RFP fluorescence ratio, strain VP596 | C. elegans VP596 Pgst-4::GFP/RFP ratio, 24 h | inhibition, % at 21.8 µM | actives 0.49% (n = 360,000);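 active = interference check ratio from 0.5 to 1.5 plus GFP to RFP signal ratio inhibition reaching or exceeding a fixed threshold, cut at about 30% in these data, passing the limit was not always enough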; note: some compounds called inactive have numbers as strong as hits
Neddyl block – inhibitors of cullin neddylation, primary screen, biochemical, TR-FRET, uHTS, NAE and Ubc12 | NEDD8-conjugating enzyme Ubc12 (Homo sapiens) + NEDD8-activating enzyme E1 regulatory … | calls only at 25 µM | actives 0.58% (n = 360,000); in the data active = inhibition above about 36%
Rin1-Abl PPI inh – inhibitors of Rin1-Abl protein binding, primary screen, biochemical, TR-FRET. Tyrosine-protein kinase ABL1 (Homo sapiens) + Ras and Rab interactor 1 (Homo sapiens), …. inhibition, % at 7.35 µM. actives 0.4% (n = 360,000). AID 588664, 2011; in the data active = inhibition above about 5%, passing the limit was not always enough
FAS-TE inh – FAS thioesterase domain inhibitors, primary screen, biochemical, fluorescence intensity, uHTS; Fatty acid synthase (Homo sapiens), P49327; recombinant FAS-TE, OMFH fluorogenic substrate, fluorescence endpoint; inhibition, % at 15 µM; actives 0.67% (n = 360,000);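 active = compounds whose normalised, plate-corrected inhibition of enzyme fluorescence in the single-dose primary screen is 50% or more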;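 note: 0% = DMSO with enzyme and 100% = substrate without enzyme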
PABP1 MLLE inh – inhibitors of PABP1 MLLE–PAM2 peptide binding, primary screen, biochemical, fluorescence polarization, FITC-PAM2, GST-MLLE. Polyadenylate-binding protein 1 (Homo sapiens), P11940. actives 0.36% (n = 360,000). inhibition, % at 20 µM; in the data active = inhibition above about 35%, passing the limit was not always enough;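 note: plate controls were DMSO wells with GST-MLLE for no effect and wells lacking GST-MLLE protein for full effect; some results filed as inactive read as strong as hits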
Target sequence (P11940 whole entry, looked up): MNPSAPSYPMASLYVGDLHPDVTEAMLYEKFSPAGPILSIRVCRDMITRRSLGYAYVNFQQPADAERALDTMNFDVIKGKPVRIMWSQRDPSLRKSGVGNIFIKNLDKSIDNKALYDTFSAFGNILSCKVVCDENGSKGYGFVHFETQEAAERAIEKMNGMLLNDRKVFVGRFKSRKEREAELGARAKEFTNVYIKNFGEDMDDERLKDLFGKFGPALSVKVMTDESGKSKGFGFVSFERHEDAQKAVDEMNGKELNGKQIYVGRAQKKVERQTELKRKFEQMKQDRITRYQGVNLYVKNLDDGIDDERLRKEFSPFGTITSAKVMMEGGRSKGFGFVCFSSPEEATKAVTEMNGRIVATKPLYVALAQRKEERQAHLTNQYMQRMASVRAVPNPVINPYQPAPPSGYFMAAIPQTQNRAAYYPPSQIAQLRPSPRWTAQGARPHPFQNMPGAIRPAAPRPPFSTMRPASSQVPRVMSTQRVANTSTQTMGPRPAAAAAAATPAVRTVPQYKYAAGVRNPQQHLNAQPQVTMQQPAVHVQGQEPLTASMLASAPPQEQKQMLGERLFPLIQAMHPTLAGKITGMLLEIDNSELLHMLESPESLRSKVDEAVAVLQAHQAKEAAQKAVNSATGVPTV
CSN inh – inhibitors of CSN-mediated cullin deneddylation, primary screen, biochemical, fluorescence polarization, uHTS; inhibition, % at 12.5 µM; COP9 signalosome complex subunit 5 (Homo sapiens), Q92905; Purified CSN, SCF-Nedd8-OG deneddylation; actives 0.38% (n = 360,000);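 active = pattern-corrected inhibition above about 35%, with an unprinted fluorescence ratio check between 0.5 and 1.5, limit read from the data, passing the limit was not always enough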;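 note: 0% = enzyme with substrate and 100% = substrate without enzyme; some results filed as inactive read as strong as hits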
Target sequence (Q92905 whole entry, looked up, one chain of several): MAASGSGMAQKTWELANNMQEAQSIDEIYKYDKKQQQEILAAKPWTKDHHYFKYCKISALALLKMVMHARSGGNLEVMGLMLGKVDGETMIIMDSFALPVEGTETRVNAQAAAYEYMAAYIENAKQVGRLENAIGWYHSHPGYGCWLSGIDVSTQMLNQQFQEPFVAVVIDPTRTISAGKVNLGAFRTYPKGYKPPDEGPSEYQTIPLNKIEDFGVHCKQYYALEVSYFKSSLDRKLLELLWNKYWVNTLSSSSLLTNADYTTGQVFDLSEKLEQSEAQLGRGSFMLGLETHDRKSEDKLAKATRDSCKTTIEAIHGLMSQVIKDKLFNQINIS
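Test system: Human Csn5 produced in HEK293T cells | Compound: 12.5 µM single point | Times: 90 min, room temperature | Signal: Fluorescence polarization readout | Read-out basis: % inhibition of substrate cleavage by Csn5 | Controls: no-enzyme wells high, enzyme-with-substrate wells low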
NadD inh – inhibitors of S. aureus NadD, primary screen, biochemical, colorimetric, uHTS | Nicotinate-nucleotide adenylyltransferase NadD (Staphylococcus aureus N315) | purified NadD enzyme, colorimetric absorbance read-out | inhibition, % at 20 µM | actives 0.78% (n = 360,000) | AID 602399, 2012; in the data active = inhibition above about 26%; note: some compounds past the cut are filed as inactive
Starred values were filed as active, the others as inactive; i = inactive; · = not tested or not shown; + = active, no number.

SMILES	MT1-MMP act inh	Rpn11 inh	SKN-1 block	Neddyl block	Rin1-Abl PPI inh	FAS-TE inh	PABP1 MLLE inh	CSN inh	NadD inh
COc1ccc(C2=CC(=O)C[C@H](c3ccc(F)cc3)C2)c(OC)c1	1	i	0	i	-1	16	4	-2	-8
CC(C)CN1C(=O)C(=O)N(CC(=O)c2ccc3c(c2)CCCC3)C1=O	2	i	24	i	1	34	0	-1	-6
CC(C)CC(=O)NS(=O)(=O)c1ccc(NC(=O)c2ccco2)cc1	2	i	3	i	0	-4	-7	-5	6
COc1ccc(N2C(=S)NC(C)(C)CC2(C)c2ccc(OC(C)=O)cc2OC(C)=O)cc1 (stereo unspecified)	-5	i	-6	i	2	-8	21	-5	5
Cc1[nH]nc2cn[nH]c12	-2	i	13	i	-1	-8	4	-5	1
O=C(NCCCN1CCOCC1)C(=O)N/N=C/c1ccccc1O	2	i	-3	i	-4	-2	8	0	-1
CC1CCCCC1NC(=O)C1CCCN(S(=O)(=O)c2ccc(-n3cnnn3)cc2)C1 (stereo unspecified)	0	i	-3	i	-1	-1	8	9	-6
Cc1cnc(NC(=O)COc2ccccc2Cl)s1	22	i	-4	i	3	-5	6	1	3
CC(/C=N/Nc1nnc(C)c(=O)[nH]1)=C\c1ccccc1	2	i	15	i	-1	-8	-11	4	8
COc1ccccc1OCC(=O)Nc1ccc(N2CCCCC2)cc1	1	i	10	i	-2	-5	-37	4	-3
CCSc1ccccc1C(=O)N1CCC2(CC1)CC(=O)c1ccccc1O2	-4	i	9	i	0	-1	-1	-2	-2
COc1ccc(NC(=O)CSc2nccn2-c2ccccc2)cc1	-1	i	-17	i	-1	-4	1	-2	-3
N#Cc1ccccc1S(=O)(=O)N1CCN(CC(O)COc2ccccc2F)CC1 (stereo unspecified)	2	i	3	i	1	4	-9	3	-2
CCC(=O)NCCc1nc2ccccc2[nH]1	0	i	7	i	-3	-9	-13	0	1
O=C(c1ccccc1)C(Nc1ccccn1)c1ccccc1 (stereo unspecified)	1	i	5	i	-4	3	5	-9	-3
O=C(O)Cc1ccc(N=Cc2c(O)ccc3ccccc23)cc1	1	i	13	i	-4	-7	-74	5	0
CC1(C(=O)N/N=C/c2ccccc2)CC1(Cl)Cl (stereo unspecified)	-5	i	-3	i	0	-2	-16	-2	2
CC(=O)CCc1c(C)c2cccc(C)c2[nH]c1=O	1	i	-2	i	5	-4	-4	2	-2
CN(CCC1CCCCO1)C(=O)CCc1nnc(CCc2ccccc2)o1 (stereo unspecified)	4	i	-1	i	5	-3	0	5	-5
C#CCOCCOCCOCCNc1nc(N2CCN(C(=O)CCCCCCCCCCNC(=O)[C@H]([C@@H](C)CC)n3cc(CCCCN=C(N)N)nn3)CC2)nc(N2CCN(C(=O)CCCCCCCCCCNC(=O)[C@@H]([C@H](C)O)n3cc(C)nn3)CC2)n1	3	+	-10	i	14*	-96	1	97*	40*
O=C1CC(NCCc2ccccc2)C(=O)N1CCc1ccccc1 (stereo unspecified)	-2	i	-6	i	2	2	3	0	-3
Cn1c(SCc2nc(-c3ccc(Br)cc3)no2)nnc1-c1ccco1	-3	i	3	i	5	1	-4	-4	3
C=CCn1c(SCc2ccccc2C#N)nnc1-c1cc(Br)ccc1O	9	i	6	i	0	3	-56	2	13
CC(C)NC(=O)NC(=O)COC(=O)Cc1c(F)cccc1Cl	-1	i	-4	i	1	-8	-8	0	-10
COC(=O)c1ccc(CSc2nc(N3CCOCC3)c3c(c2C#N)CC(C)(C)OC3)o1	1	i	11	i	3	3	-1	-6	-11
COc1ccc(NC(=O)Cn2c(=O)c(C)nc3ccccc32)cc1Cl	6	i	-6	i	-3	-5	2	1	-6
O=C1N(c2ccccc2C(F)(F)F)O[C@]1(c1ccccc1)C1CCCC1	17	i	2	i	0	22	-10	0	3
CCC(C(=O)NCC1CCCO1)N(C(=O)c1snc(C(N)=O)c1N)c1ccc(Cl)cc1 (stereo unspecified)	0	i	15	i	-5	2	1	1	-3
COc1ccc(-c2nc(C)sc2C)cc1	2	i	2	i	4	-5	31	1	-4
Cc1ccc(C(=O)CCNc2ccc(Cl)cc2)o1	-4	i	2	i	5	2	-13	0	9
CCOc1ccc(N(CC(=O)NCc2ccc(OC)cc2)S(=O)(=O)c2c(C)[nH]c(=O)[nH]c2=O)cc1	12	i	4	i	2	-5	10	-3	-1
Cn1cc[n+](C)c1COc1ccc(C=O)cc1	-2	i	3	i	-1	-3	10	0	3
O=C1COc2ccccc2N1Cc1ccccc1Cl	4	i	-7	i	-1	9	-5	-2	-2
CC(=O)Nc1ccc(NC(=O)c2cc(-c3cc(F)ccc3OCC3CCCO3)n[nH]2)cc1 (stereo unspecified)	0	i	-2	·	-2	2	7	-5	2
O=S(=O)(c1cc(Cl)ccc1Cl)N1CCCCC1	-4	i	4	i	-1	10	0	-2	-3
CCOC(=O)Nc1ccc(S(=O)(=O)NCCCN2CCOCC2)cc1	5	i	-4	i	-2	-10	-2	4	-4
COc1ccc(C(=O)NCCCN2CCOCC2)cc1OC	3	i	13	i	0	-8	-3	1	4
CC1CCCC(C)N1CCCNC(=O)CN1C(=O)COc2ccc(S(=O)(=O)N3CCOCC3)cc21 (stereo unspecified)	-5	i	9	i	4	-5	-1	-2	3
Cc1ccc(NC(=O)c2ccc(C(=O)c3ccccc3)cc2)nc1	2	i	19	i	0	1	-11	3	-2
O=C(NCCCN1CCN(c2cccc(Cl)c2)CC1)c1cccc(N2CCCC2=O)c1	2	i	0	i	1	-5	-4	-4	-5
O=C(CSc1nnc(-c2ccncc2)n1-c1ccccc1Cl)Nc1ccc(C(=O)O)cc1	0	i	-15	i	4	-8	-40	1	1
CC(C)Cc1nnc(NC(=O)CCNC(=O)c2ccco2)s1	-1	i	4	i	3	-1	0	0	-4
CCN(C(=O)CN1C(=O)/C(=C/c2ccc(F)cc2)SC1=S)C1CCS(=O)(=O)C1 (stereo unspecified)	2	i	-6	i	1	-7	18	-2	1
COc1cc(C2c3c(-c4ccccc4)n[nH]c3C(=O)N2c2ccc(C(=O)O)cc2)ccc1O (stereo unspecified)	0	i	2	i	-3	-7	8	4	4
COc1ccc(S(=O)(=O)N(C)C[C@H]2Oc3ccc(NS(=O)(=O)c4ccccc4)cc3C(=O)N([C@H](C)CO)C[C@@H]2C)cc1	0	i	-1	i	0	-2	-8	-2	-4
Cc1ccc(O)c(NC(=O)/C=C/C(=O)O)c1	0	i	11	i	5	-4	2	4	-6
CCC(=O)c1ccc(N2CCN(C(=O)c3cc([N+](=O)[O-])ccc3N3CCN(C)CC3)CC2)c(F)c1	5	i	1	i	-1	70*	3	6	-5
Cc1ccc(S(=O)(=O)N2CCN(S(=O)(=O)c3ccccc3Br)CC2)cc1	-3	i	5	i	-1	6	10	1	-5
COCCn1c(=NC(=O)c2cc3ccccc3oc2=O)sc2cc(S(N)(=O)=O)ccc21	-1	i	1	i	0	-9	4	8	12
O=C(NCCc1ccc(Cl)cc1)c1ccc2c(c1)OCCO2	0	i	-13	i	-3	2	12	-1	-8
C[C@H](c1ccccc1)N1C[C@@H](COCc2ccccc2)Oc2cc(N3CCC[C@H]3CO)ccc2S1(=O)=O	2	·	1	i	·	13	·	4	5
CC(=O)c1ccc(NC(=O)CSc2nnc(NC(=O)c3ccco3)s2)cc1	-1	i	4	i	-1	-4	24	-2	-2
COc1ccccc1Nc1cc(C)nc(Nc2ccccc2OC)n1	-1	i	17	i	-1	12	-116	-7	9
O=C(CNC(=O)c1ccc(-c2ccccc2)cc1)OCc1ccc(Cl)cc1	1	i	7	i	-1	3	2	-4	1
COc1cc(C(C)=O)ccc1COc1ccc(C(=O)OCC(N)=O)cc1OC	16	i	-8	i	-1	-7	-22	0	-4
CCOC(=O)c1sc(NC(=O)CSc2nnnn2-c2ccccc2)c(C(=O)OCC)c1C	5	i	-46	i	-3	10	-5	-3	-1
COc1cccc(Nc2nc3cc(C)ccc3cc2C)c1	6	i	4	i	-5	22	-1	-6	0
CCN1CCN(C(=O)CCN2C(=O)c3ccccc3S2(=O)=O)CC1	1	i	-2	i	3	-7	6	1	-4
COc1ccc(Cl)cc1C(=O)NCCN(C)C	0	i	-3	i	4	-2	7	3	-6
CC(NC(=O)COC(=O)/C=C/c1cccc(F)c1)c1ccccc1 (stereo unspecified)	6	i	-4	i	0	5	-5	3	4

Laid out differently: results already given
smiles: COc1ccc(Cl)cc1C(=O)NCCN(C)C
  MT1-MMP act inh = 0
  Rpn11 inh = i
  SKN-1 block = -3
  Neddyl block = i
  Rin1-Abl PPI inh = 4
  FAS-TE inh = -2
  PABP1 MLLE inh = 7
  CSN inh = 3
  NadD inh = -6

smiles: O=C(CNC(=O)c1ccc(-c2ccccc2)cc1)OCc1ccc(Cl)cc1
  MT1-MMP act inh = 1
  Rpn11 inh = i
  SKN-1 block = 7
  Neddyl block = i
  Rin1-Abl PPI inh = -1
  FAS-TE inh = 3
  PABP1 MLLE inh = 2
  CSN inh = -4
  NadD inh = 1

(listing goes on)
SMILES	MT1-MMP act inh	Rpn11 inh	SKN-1 block	Neddyl block	Rin1-Abl PPI inh	FAS-TE inh	PABP1 MLLE inh	CSN inh	NadD inh
C/C(Cn1ncc(N2CCOCC2)c(Cl)c1=O)=N\O	-1	i	10	i	0	-3	-2	-4	1
CCc1nc2ccc(C(=O)O)cc2nc1CC	-1	i	14	i	0	-10	16	-13	-6
O=C(O)c1ccc(Cl)c(NC(=O)C2CCN(S(=O)(=O)c3ccc4c(c3)OCCO4)CC2)c1	-1	i	25	i	-1	-6	1	-1	4
N#C/C(=C\c1ccncc1)c1nc2ccccc2o1	-4	i	0	i	-2	-3	-18	1	-1
CSCCC(NC(=O)c1cc(C(C)(C)C)oc1C)C(=O)O (stereo unspecified)	3	i	7	i	4	-7	-4	10	2
CC1(C(=O)NS(=O)(=O)c2cccc(Cl)c2)CCN1C(=O)c1ccccc1CCc1ccccc1 (stereo unspecified)	5	i	5	i	-4	-3	1	0	-3
COc1ccc2[nH]c3c(=O)n(CCCCCC(=O)NCCC(C)C)c(=S)[nH]c3c2c1	3	i	8	i	0	-5	-54	12	6
Cc1ccc(OCC(=O)N2CCN(c3ccc([N+](=O)[O-])c(N4CCOCC4)c3)CC2)cc1	6	i	-5	i	1	2	-13	-4	0
O=C(O)c1ccc(Cn2cc(C(F)(F)F)ccc2=O)cc1	3	i	-9	i	0	-2	11	0	0
CC(=NO)C1CCC2C3CCC4=CC(=NO)CCC4(C)C3C(=O)CC12C (stereo unspecified)	2	i	-19	i	1	-8	3	-4	-2
CC1CCN(S(=O)(=O)c2ccc(NC(=O)CN3CCN(C)CC3)cc2)CC1	1	i	15	i	-1	-4	4	0	-6
Cc1cccc(C(=O)N[C@@H](C)C(=O)N2CCN(c3ncccn3)CC2)c1	2	i	8	i	2	0	-3	-4	1
